RNase H inhibition – RNase H inhibition, HIV 1 Gag Pol polyprotein, FRET biochemical assay, screening (AID 372) | inhibition, % at 10 µM, or IC50 in µM where a hit was titrated | HIV-1 RT RNase H, FRET RNA/DNA substrate fluorescence; higher % means a stronger effect | actives 0.77% (n = 100,000); in the data active = inhibition above about 50%
* marks the source's active call; other numbers are inactive results. The list is partial, so the mix of outcomes need not match the whole.

Preview (four entries):
SMILES	RNase H inhibition
C/C(=C\COc1cc(=O)[nH]c2ccccc12)CCC(O)C(C)(C)O (centres undefined)	10.0%
CS(=O)(=O)N(CC(=O)NC1CCCCC1)c1ccc(Oc2ccccc2)cc1	14.0%
Cc1ccc(-c2nc3ccccc3[nH]2)s1	11.0%
COc1ccc(OCc2nc(-c3ccc(Br)cc3)no2)cc1	1.0%

The whole of this part, repeating the preview:
SMILES	RNase H inhibition
C/C(=C\COc1cc(=O)[nH]c2ccccc12)CCC(O)C(C)(C)O (centres undefined)	10.0%
CS(=O)(=O)N(CC(=O)NC1CCCCC1)c1ccc(Oc2ccccc2)cc1	14.0%
Cc1ccc(-c2nc3ccccc3[nH]2)s1	11.0%
COc1ccc(OCc2nc(-c3ccc(Br)cc3)no2)cc1	1.0%
COc1ccc(/C=C/C(=O)O)cc1S(=O)(=O)NCCCO	5.0%
Cc1cc(Cl)ccc1OCC(=O)NNC(=O)c1ccc2ccccc2c1O	6.0%
CCOc1ccc(-c2csc(/C(C#N)=C\Nc3cc(OC)ccc3OC)n2)cc1	25.0%
CCCCSc1nnc2c(n1)OC(c1ccc(O)cc1)Nc1ccccc1-2 (centres undefined)	9.0%
O=C(Cc1ccc(Cl)cc1)Nc1ccc(Cl)cc1C(=O)O	0.0%
COc1ccc(Cl)cc1-c1cc(=O)oc(-c2ccc(N(C)C)cc2)n1	14.0%
C/C(=N\NC(=O)c1ccc([N+](=O)[O-])cc1Cl)c1ccc(Cl)s1	3.0%
CN1C(=O)C(=Cc2ccc(O)c(O)c2O)C(=O)N(C)C1=O	31.0%
CCOc1cc(/C=N/NC(=O)CN(c2cccc(C(F)(F)F)c2)S(C)(=O)=O)ccc1O	34.0%
O=C1/C(=C/c2cccc(Br)c2)SC(=S)N1CCC(=O)N(CCO)c1ccccc1	12.0%
CS(=O)(=O)N(CC(=O)N1CCOCC1)c1ccccc1Br	0.0%
CC1(C)CC(=O)C2=C(C1)N(c1ccccc1)C1=C(C2)C(=O)CC(C)(C)C1	16.0%
C(=N\Nc1nc(Nc2ccccc2)nc(Nc2ccccc2)n1)/c1ccccc1	17.0%
CCOC(=O)c1cc2c3c(c1)C1C=CCC1C(c1ccc(F)cc1)N3CC1CC=CC21 (centres undefined)	28.0%
CCC(CC)NC(=O)c1c(-c2c(Cl)cccc2Cl)noc1C	2.0%
COc1ccc(COC(=O)C2=C(C)NC3=C(C(=O)CC(C)(C)C3)C2c2cccs2)cc1 (centres undefined)	21.0%
c1cncc(CNC2CCCc3ccccc32)c1 (centres undefined)	0.0%
CCSCCOC(=O)C1=C(C)NC2=C(C(=O)CC(C)(C)C2)C1c1cc(Br)c(O)c(OC)c1 (centres undefined)	12.0%
CCOc1c(Br)cc(/C=C2/C(=O)N(c3ccccc3)N=C2C)cc1OC	12.0%
CS(=O)(=O)N(CC(=O)Nc1ccc2c(c1)OCO2)c1ccc(F)cc1	7.0%
CCOc1ccc2oc(-c3ccccc3)c(C(=O)O)c2c1	0.0%
CC1=C(C(=O)OCC2CCCO2)C(c2ccccc2OC(C)C)NC(=O)N1 (centres undefined)	9.0%
O=C(CCc1ccccc1)Nc1cccc(Cl)c1	3.0%
COc1ccc(N2C(=O)/C(=C\c3ccc(-c4ccccc4Cl)o3)SC2=S)cc1	8.0%
C=CCNc1nc(-c2ccc3ccccc3c2)cs1	8.0%
COc1cc([N+](=O)[O-])cc(/C=N/NC(=O)CNc2ccc(Br)cc2)c1O	0.0%
COc1ccccc1CNC(=O)/C=C/c1ccc(Cl)cc1Cl	4.0%
COc1ccc(CCNC(=O)C(=O)NCc2ccncc2)cc1	0.0%
CCCOc1cccc(C(=O)Nc2ccc(-c3nc4cc(CC)ccc4o3)cc2)c1	10.0%
COc1ccc(C2CC(C(F)(F)F)n3nc(C(=O)N4CCSCC4)cc3N2)cc1 (centres undefined)	3.0%
O=C(COc1ccc(Cl)cc1)N/N=C/c1cccc(Br)c1	1.0%
CC(=O)Nc1ccc2oc(-c3ccc4nc(NC(C)=O)sc4c3)nc2c1	31.0%
COc1ccc(-n2c(C)c3c(C)nnc(C)c3c2C)cc1	20.0%
COc1cc(CN2CCC(Cc3ccccc3)CC2)ccc1OCc1ccccc1	17.0%
COc1ccccc1C(=O)Nc1cccc(C(C)=O)c1	11.0%
COc1ccc(/C=N/NC(=O)C(=O)Nc2ccc(OC)c(Cl)c2)cc1	14.0%
COc1cccc(/C=N/Nc2c(Cl)cc(Cl)cc2Cl)c1	25.0%
CCCCNc1cc(=O)n(C)c(=O)n1C	0.0%
O=C(N/N=C/c1cc([N+](=O)[O-])ccc1O)c1ccccc1Cl	14.0%
CCCOc1ccc(N2C(=O)CC(N3CCN(c4cccc(C(F)(F)F)c4)CC3)C2=O)cc1 (centres undefined)	17.0%
COc1ccc(OC)c(NC(=O)Nc2ccc(Cl)cc2)c1	4.0%
Cc1cc(/C=N/NC(=O)c2ccc(CN3CCOCC3)cc2)c(C)n1-c1ccccc1	9.0%
CC1=C(C(=O)OCc2ccccc2)C(c2cccc(Br)c2)C2=C(CC(C)(C)CC2=O)N1 (centres undefined)	14.0%
Cc1onc(-c2ccccc2Cl)c1C(=O)N1C(C)CCCC1C (centres undefined)	0.0%
Cc1nn(C(=O)CN2C(=O)c3ccccc3C2=O)c(C)c1Br	0.0%
Cc1ccc(C(=O)NNC(=O)Cc2ccccc2)cc1	0.0%

Other results:
SMILES	RNase H inhibition
Cn1c(-c2ccco2)nc2c3ccccc3ccc21	3.0%
CC(=O)C1=C(C)NC(SCC(=O)c2ccc(Cl)cc2)=C(C#N)C1c1ccco1 (centres undefined)	17.0%
O=C(Nc1ccc(-c2ccccc2)cc1)c1ccc(Cl)cc1	12.0%
O=C(NC(=S)Nc1ccc(F)cc1)c1ccccc1Br	11.0%
COCCNC(=O)C(=O)NCc1ccc(Cl)cc1Cl	5.0%
CCC(C)c1ccc(OCCOc2c(Cl)cc(/C=N/n3cnnc3)cc2OC)cc1 (centres undefined)	10.0%
N#C/C(=C\c1c(Cl)cccc1Cl)c1nn(-c2ccccc2)c(N)c1C#N	12.0%
COc1cc(C(=O)Nc2cc(Cl)ccc2C)c([N+](=O)[O-])cc1OC	0.0%
Cc1cccc(NC(=O)CC2Nc3ccccc3NC2=O)c1 (centres undefined)	10.0%
CCOC(=O)c1cccc(NC(=O)C(C)(C)CC)c1	19.0%
CCOc1ccc(/C=C(/C#N)C(N)=S)c(OCC)c1	4.0%
COc1ccc(-c2cc(C(=O)Nc3ccc(C(C)=O)cc3)c3ccccc3n2)cc1	6.0%
CCN(CC(O)Cn1c2ccccc2c2ccccc21)S(=O)(=O)c1ccc(C)cc1 (centres undefined)	16.0%
COc1cccc(/C=N\N2CCN(c3ccc(C)cc3)CC2)c1O	10.0%
Cc1c(C(c2ccco2)c2c(C)n(C)n(-c3ccccc3)c2=O)c(=O)n(-c2ccccc2)n1C	0.0%
Cc1ccc(C(=O)N(C(C)C)C(C)C)c(Cl)c1	10.0%
CCC(Sc1ccccn1)C(=O)Nc1ccc(Cl)cn1 (centres undefined)	24.0%
Clc1ccc(C2NN=C(Cc3ccccc3)S2)c(Cl)c1 (centres undefined)	18.0%
O=C1NC(=S)N(c2ccccc2F)C(=O)/C1=C/c1ccc(N2CCOCC2)o1	16.0%
COc1ccc(CN2C(=O)NC(=O)/C(=C\c3ccc(O)cc3)C2=O)cc1	19.0%
CC(=O)N1N=C2CCCCC2C1C(C)C (centres undefined)	9.0%
Brc1cccc(CN2CCN(C3CCN(Cc4ccccc4)CC3)CC2)c1	14.0%
C=CCN1C(=O)/C(=C\c2ccc(OCc3ccccc3C)c(OCC)c2)SC1=S	6.0%
O=C(O)c1ccccc1C(=O)c1ccc2ccccc2c1O	2.0%
COc1cc(C)ccc1OCCOCCOc1c(C)cc(C)cc1Cl	26.0%
Cc1ccc(-c2ccccc2)n1-c1ccc(Cl)c(C(=O)O)c1	3.0%
COC(=O)c1c(NC(=O)c2cccc(OC)c2)sc2c1CCCC2	7.0%
O=S(=O)(N/N=C/c1cccc(Cl)c1)c1ccc(Cl)cc1	1.0%
Cc1cccc(NC(=O)/C(C#N)=C\c2cccc(O)c2)c1	5.0%
Cc1ccc(NC(=O)c2cc3cc(Br)ccc3oc2=O)cc1	9.0%
CCCCCCCC(=O)CCCC(=O)Nc1ccc(C)cc1	2.0%
Cc1cc([N+](=O)[O-])c2[nH]c(C(=O)N/N=C/c3ccccn3)c(-c3ccccc3)c2c1	26.0%
O=C(Nc1ccc(Nc2ccccc2)cc1)c1cccc(Cl)c1	21.0%
O=C1/C(=C\c2cccnc2)SC(=S)N1c1cccc(Cl)c1	17.0%
O=C(Nc1nnc(/C=C/c2ccccc2Cl)s1)Nc1ccc(Cl)cc1Cl	48.0%
FC(F)(F)Oc1ccc(N=Cc2ccc(Cl)cc2)cc1	8.0%
CCCOc1ccc(C(=O)NC(=S)Nc2cccc(Cl)c2C)cc1	10.0%
CCCOc1ccccc1/C=C1\N=C(c2cccc(F)c2)OC1=O	5.0%
CCOc1cc(C(=O)Nc2ccccc2[N+](=O)[O-])cc(OCC)c1OCC	17.0%
CCC(C)(C)C1CCc2c(sc(NC(=O)c3cnccn3)c2C(=O)OC)C1 (centres undefined)	0.0%
Cc1ccc(OCCN2CCCCC2)cc1	4.0%
Nc1ccc(S(=O)(=O)O)c2cccc(O)c12	10µM*
CC1(C)Cc2ccccc2C(N/N=C/c2c(O)ccc3ccccc23)=N1	11.0%
COc1cc(CN2CCN(C(=O)c3ccc([N+](=O)[O-])cc3)CC2)cc(OC)c1OC	4.0%
COc1ccc(C(=O)Nc2nc(-c3ccc([N+](=O)[O-])cc3)c(-c3ccccc3)s2)cc1	12.0%
O=C(/C=C/Nc1ccccc1)c1ccccc1	7.0%
Cc1ccc(O)c(NC(=O)c2cnn3c(C(F)(F)F)cc(-c4ccco4)nc23)c1	7.0%
Cc1c([N+](=O)[O-])c([N+](=O)[O-])nn1CC(=O)Nc1sc2c(c1C#N)CCCC2	9.0%
O=C(CCCN1C(=O)/C(=C/c2ccc(Br)cc2)SC1=S)Nc1nccs1	15.0%
O=C(Nc1ccc(Cl)cc1)Nc1ccc(Oc2ccccc2)cc1	9.0%

(list continues)
SMILES	RNase H inhibition
Cc1sc(NC(=O)CN2C(=O)c3ccccc3C2=O)nc1-c1ccccc1	10.0%
Cc1[nH]c2c(C)cccc2c(=O)c1CCC(=O)O	9.0%
COc1ccc(C(=O)N/C(=C\c2ccc(-c3cccc([N+](=O)[O-])c3)o2)C(=O)NCCc2ccccc2)cc1	10.0%
CC(NS(=O)(=O)c1ccc2ccccc2c1)c1ccccc1 (centres undefined)	7.0%
CCOc1ccc(C(=O)c2ccc(Cl)cc2Cl)cc1	31.0%
O=C(Nc1ccc2nn(-c3ccc(F)cc3)nc2c1)c1cc2ccccc2o1	15.0%
O=C(/C=C/c1ccccc1Cl)NCc1ccco1	0.0%
CCCCCOC(=O)Nc1ccc(S(=O)(=O)Nc2ccccc2)cc1	11.0%
COc1ccccc1CN1CCN(Cc2ccncc2)CC1	0.0%
COc1ccccc1-c1c(C(F)(F)F)oc2cc(O)ccc2c1=O	5.0%
CCOC(=O)C1=C(C)N=c2s/c(=C\c3cc(Br)c(O)c(OC)c3)c(=O)n2C1c1ccc(OC)c(OC)c1 (centres undefined)	19.0%
CCOc1ccccc1/C=N/NC(=O)c1cccc(Cl)c1	0.0%
CCOP(=O)(OCC)/C(=C\N1CCCCC1)NC(=O)c1ccccc1	2.0%
COc1ccc2c(c1)C=CC1(O2)N(c2ccccc2)c2ccccc2C1(C)C (centres undefined)	5.0%
Cc1ccc2nc(/C(C#N)=C/c3ccc4c(c3)OCO4)[nH]c2c1	8.0%
O=C(N=Nc1c(O)[nH]c2ccc([N+](=O)[O-])cc12)c1cccc(Br)c1	24.0%
N#Cc1c2n(c3c(=O)n(Cc4ccc(Cl)cc4)cnc13)CCCC2	4.0%
O=C(Nc1ccc(Cc2ccc(NC(=O)Nc3ccccc3O)cc2)cc1)Nc1ccccc1O	11.0%
COc1ccccc1N1C(=O)C2ON(c3ccccc3C)C(c3cccc(Br)c3)C2C1=O (centres undefined)	35.0%
COc1ccc(C(=O)Nc2nc3ccc4ccccc4c3s2)c(OC)c1	15.0%
O=c1oc(-c2cccc(F)c2)nc2ccc(Br)cc12	0.0%
COc1ccc(NC(=O)C(c2ccccc2)c2ccccc2)cc1OC	0.0%
CC1(C)CC(=O)C(C2(C3C(=O)CC(C)(C)CC3=O)C(=O)Nc3ccccc32)C(=O)C1	6.0%
O=C(Nc1ccccc1)Nc1cc(Cl)cc(Cl)c1	3.0%
Cc1ccccc1C(=O)Nc1cccc(NC(=O)COc2c(C)cc(Cl)cc2Cl)c1	12.0%
C=C1CC2C=C(NC(C)=O)CC(C1)C2 (centres undefined)	13.0%
NS(=O)(=O)c1ccc(NC(=S)NC(=O)c2ccc(Br)cc2)cc1	15.0%
Cc1cccc(N2C(=O)C(=O)/C(=C(/O)c3ccccc3)C2c2ccccc2)n1 (centres undefined)	0.0%
O=C(Nc1cc(-c2nc3ncccc3o2)ccc1Cl)c1cccc2ccccc12	11.0%
COC(=O)c1cc(NC(=O)c2cc(I)cc(I)c2I)cc(C(=O)OC)c1	6.0%
COc1ccc(C(=O)NC(=S)Nc2ccc(N3CCOCC3)c(Cl)c2)cc1Br	12.0%
CC(=O)Nc1ccc(N=Cc2ccc(Cl)c([N+](=O)[O-])c2)cc1	19.0%
O=[N+]([O-])c1cccc(N/C(=N/S(=O)(=O)c2ccc(Cl)cc2)c2ccccc2)c1	23.0%
O=C1CC(c2ccccc2)CC(O)=C1C=NCCc1ccccc1 (centres undefined)	4.0%
